Source: PubChem BioAssay
IL1B NFkB pot = enhancers of NFkB p65 translocation in HUVEC – imaging, IL-1B stimulus, high-content imaging, primary screen | activation, % at 2 µM | HUVEC IL-1B NFkB p65 nuclear translocation imaging | hit rate 0.3% among 94,000;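 active = activation above 40%, about the mean plus 3 SD, also judged a hit on visual image review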;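 also: percent activation is computed from the nuclear over cytoplasmic p65 intensity ratio; values of inactives mirror those of a sister screen read the other way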
Bcl-B TR3 displacers = displacers of TR3 peptide from Bcl-B, primary screen, selectivity assay for Bfl-1 inhibitor project, biochemical, fluorescence polarization | displacement, % at 20 µM, or IC50 in µM where a hit was titrated | Bcl-2-like protein 10 (Homo sapiens) | AID 748, 2007 | FP displacement of FITC-TR3 peptide from Bcl-B; higher % means a stronger effect | hit rate 0.11% among 96,000;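 active = displacement above 50% at 20 µM plus a fluorescence interference ratio under 1.5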;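 also: plate controls were wells without compound for no effect and wells lacking Bcl-B protein for full effect; a part of the inactive calls stands beside numbers as strong as those of hits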
NFkB transloc inh = inhibitors of IL-1B driven NFkB p65 nuclear import, primary screen, imaging, HUVEC, IL-1B stimulus, high-content imaging; HUVEC IL-1B NFkB p65 nuclear translocation imaging; inhibition, % at 2 µM; hit rate 0.43% among 94,000;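 active = inhibition above about 30% together with a positive call from visual inspection of the well image, limit read from the data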;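 also: nuclear over cytoplasmic p65 intensity ratio measured by imaging; 0% = IL-1B stimulated DMSO wells and 100% = unstimulated DMSO wells; values of inactives mirror those of a sister screen read the other way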
PLAP inhibition = PLAP enzyme inhibitors, biochemical, luminescence, HTS (AID 690); Alkaline phosphatase, placental type (Homo sapiens); purified PLAP, luminescent substrate; higher % means a stronger effect; inhibition, % at 20 µM, or IC50 in µM where a hit was titrated; hit rate 0.08% among 96,000; in the data active = a potency from the dose series; inactive = the rest, 99 in 100 with inhibition below about 30%; also: strong numbers were not always called active
MRP resist rev = reversal of MRP1-mediated doxorubicin resistance, primary screen, H69AR cells, doxorubicin co-treatment; H69AR cells + 2 uM doxorubicin, CellTiter-Glo, 72 h; differential viability (reversal), % at 10 µM; hit rate 0.04% among 85,000;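 active = viability drop by adding the cancer drug above about 55%, with treated viability meeting a 40% cutoff, limit read from the data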;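 also: viability without doxorubicin minus viability with 2 µM doxorubicin for each compound; larger differential means the compound sensitizes cells more to doxorubicin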
MRP resist rev cytotoxicity = recorded beside MRP resist rev, whose call it bears; viability, %; H69AR cells, CellTiter-Glo, 72 h; measured here: cytotoxicity without doxorubicin
MRP resist rev with doxorubicin = further read-out of MRP resist rev, marked with its call; viability, %; measured here: viability with 2 uM doxorubicin; stronger effect = lower value
NFkB transloc inh cell count 2 µM = also measured in NFkB transloc inh; calls as there; cell count; measured here: cells passing quality filter;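 raw number of nuclei counted in each imaged well without normalization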
IL1B NFkB pot cell count 2 µM = second read-out of IL1B NFkB pot, no call of its own (marks repeat the call); cell count; measured here: cells passing quality filter
An asterisk follows results filed as active; nt = not tested or not shown.

SMILES	IL1B NFkB pot	IL1B NFkB pot cell count 2 µM	Bcl-B TR3 displacers	NFkB transloc inh	NFkB transloc inh cell count 2 µM	PLAP inhibition	MRP resist rev	MRP resist rev cytotoxicity	MRP resist rev with doxorubicin
CC(=O)N1CCc2cc(S(=O)(=O)NC(CC(C)C)C(=O)Nc3cc(C(=O)O)ccc3C)ccc21 (centres undefined)	nt	nt	0%	nt	nt	2%	4	97	93
Cc1nc(SCCCSc2n[nH]c(C)n2)n[nH]1	18	177	nt	-18	177	nt	nt	nt	nt
CCN1C(=O)N(CC)C2NC(=S)NC21 (centres undefined)	13	184	3%	-13	184	-8%	3	103	100
N#Cc1ccc(Oc2cccc(C(=O)O)c2)cc1C#N	15	131	6%	-14	131	10%	2	98	97
COc1ccc(NC(=O)CCC2CCCC2)cc1OC	-11	133	-8%	11	133	-9%	12	100	88
C/C(=C\C(=O)c1ccccc1)Nc1ccc(O)cc1	5	173	8%	-5	173	22%	12	95	83
COc1ccc(C(=O)N2CCN=C2SCc2cccnc2)c(OC)c1	0	187	3%	0	187	-31%	13	99	86
CCOC(=O)N1CCN(C(=O)c2cnc3n(c2=O)CCS3)CC1	17	112	0%	-17	112	13%	-2	102	104
CC(C)(C)OC(=O)N1CCOCCOCCN(C(=O)OC(C)(C)C)CCOCCOCC1	8	121	-8%	-8	121	-45%	3	90	87
CCNC(=O)c1ccc(C2SCC(=O)N2Cc2ccco2)cc1 (centres undefined)	9	159	-2%	-10	159	-23%	2	78	77
COc1ccc(Cc2nn[nH]n2)cc1	21	128	-12%	-21	128	4%	0	93	94
Cc1ccc(CNc2ncccc2-c2nc3cc(Cl)ccc3o2)cc1	6	106	-6%	-6	106	2%	nt	nt	nt
Cc1c(C(=O)NCc2cccnc2)oc2ccc(S(=O)(=O)N3CCC4(CC3)OCCO4)cc12	20	54	-2%	-20	54	-76%	1	96	95
O=C(O)c1ccc(SCc2cnc(Cl)s2)cc1	1	131	-3%	-1	131	6%	nt	nt	nt
CCOC(=O)c1csc(NC(=O)CSc2nnnn2-c2ccc3c(c2)OCCO3)n1	-6	139	nt	6	139	nt	15	94	78
O=C(c1ccccc1-c1ccccc1)N1CCN(c2ccccn2)CC1	-10	128	2%	10	128	-19%	-23	19	42
CCCCn1c(=N)n(CC(O)COc2cccc(C)c2)c2ccccc21 (centres undefined)	nt	nt	-1%	nt	nt	-14%	0	2	1
c1ccc(Cn2ncc3c2ncn2c(-c4ccncc4)nnc32)cc1	nt	nt	0%	nt	nt	3%	16	95	79
Cn1c(=O)n(Cc2ccccc2)c(=O)c2c1nc1n2CCS1	1	85	0%	-1	85	-9%	-10	89	99
CS(=O)(=O)c1ccc2nc(NC3(C(F)(F)F)N=C4SCCN4C3=O)sc2c1 (centres undefined)	19	181	-22%	-18	181	-31%	-6	88	94
COc1ccc(C(=O)N2CCN(S(=O)(=O)c3ccc(C)cc3C)CC2)cc1OC	nt	nt	-3%	nt	nt	-66%	-14	74	88
Cn1c(C(=O)N2CCOCC2)cnc1Sc1ncc(C(F)(F)F)cc1Cl	19	165	-9%	-19	165	10%	-3	87	90
Cc1ccc(-n2ncc3c(=O)n(CC(=O)N4CCN(c5ccccc5F)CC4)cnc32)cc1C	-2	85	nt	2	85	nt	-11	50	61
COCCCNc1c2c3c(cccc3[nH]c1=O)C(=O)c1ccccc1-2	14	63	249%	-14	63	2%	-37	18	55

Single records, as listed above:
Cc1nc(SCCCSc2n[nH]c(C)n2)n[nH]1 is listed as IL1B NFkB pot = 18; IL1B NFkB pot cell count 2 µM = 177; Bcl-B TR3 displacers = nt; NFkB transloc inh = -18; NFkB transloc inh cell count 2 µM = 177; PLAP inhibition = nt; MRP resist rev = nt; MRP resist rev cytotoxicity = nt; MRP resist rev with doxorubicin = nt
Cc1ccc(-n2ncc3c(=O)n(CC(=O)N4CCN(c5ccccc5F)CC4)cnc32)cc1C is listed as IL1B NFkB pot = -2; IL1B NFkB pot cell count 2 µM = 85; Bcl-B TR3 displacers = nt; NFkB transloc inh = 2; NFkB transloc inh cell count 2 µM = 85; PLAP inhibition = nt; MRP resist rev = -11; MRP resist rev cytotoxicity = 50; MRP resist rev with doxorubicin = 61

Further results follow.
SMILES	IL1B NFkB pot	IL1B NFkB pot cell count 2 µM	Bcl-B TR3 displacers	NFkB transloc inh	NFkB transloc inh cell count 2 µM	PLAP inhibition	MRP resist rev	MRP resist rev cytotoxicity	MRP resist rev with doxorubicin
CS(=O)(=O)N(CC(=O)Nc1ccc2c(c1)OCO2)c1ccc2c(c1)OCO2	3	72	-1%	-3	72	7%	0	93	93
O=C(O)c1ccc(-n2nc(C(F)(F)F)c3c2CCCC3)cc1	0	166	4%	0	166	-52%	nt	nt	nt
O=C(c1ccccc1NS(=O)(=O)c1cccs1)N1CCOCC1	-1	104	nt	1	104	nt	2	110	108
c1coc(C2Nc3cccc4cccc(c34)N2)c1	0	83	43µM*	0	83	-12%	-18	7	24
COc1ccc(CN2CCCCC2C(=O)Nc2ccc(OC)c(OCC(C)C)c2)cc1OC (centres undefined)	-2	150	nt	2	150	nt	-3	46	50
Cc1ccc(/C=N/NC(=O)c2ccco2)s1	nt	nt	-3%	nt	nt	7%	nt	nt	nt
Cc1ccc(NC2=C(Cl)C(=O)OC2NC(=O)c2ccccc2)cc1 (centres undefined)	-5	81	nt	5	81	nt	11	92	82
CCCn1c(SCC(N)=O)nc2c(c1=O)C1(CCCC1)Cc1ccccc1-2	-7	61	8%	7	61	16%	11	82	71
CCOC(=O)C1=C(CSc2nc3c(cc2C#N)CN(C)CC3)OC(N)=C(C#N)C1c1ccc(F)cc1 (centres undefined)	-16	125	-76%	16	125	-56%	-15	90	105
CCSc1nnc(CNc2ccc(F)cc2)n1CC1CCCO1 (centres undefined)	-13	117	0%	13	117	-5%	0	86	87
CCCOC(=O)CN1C(=O)c2ccccc2C1=O	22	146	-2%	-22	146	0%	-1	101	102
FC(F)(F)c1cccc(-c2ccc(-c3csnn3)o2)c1	0	114	-6%	0	114	-4%	1	83	82
CCC(C)NC(=O)C1CCN(S(=O)(=O)CC)CC1 (centres undefined)	15	89	-23%	-15	89	1%	-1	97	98
O=C(N/N=C/c1ccncc1)/C(=C/c1ccccc1)NC(=O)c1ccccc1	-3	115	-3%	3	115	-43%	nt	nt	nt
O=S(=O)(c1ccccc1S(=O)(=O)N1CCCCC1)N1CCCCC1	33	67	-1%	-33	67	10%	nt	nt	nt
COc1ccc(-c2coc3cc4oc(=O)cc(C)c4cc23)cc1F	-3	156	6%	3	156	1%	nt	nt	nt
Cc1cc(Cl)ccc1NC(=O)NC1CCN(S(=O)(=O)c2ccc(F)cc2)CC1	5	143	-1%	-5	143	-7%	-30	39	69
CCCOc1ccc(C(=O)N2CCCc3ccccc32)cc1	14	149	-9%	-14	149	-24%	18	83	65
CCOC(=O)Nc1ccc2c(c1)nc(CN1CCN(C(C)=O)CC1)n2C	-4	98	-10%	4	98	-11%	-1	85	86
O=C(c1ccc(C(=O)N2CCCCCC2)cc1)N1CCCCCC1	-4	89	nt	4	89	nt	12	96	83
O=C(O)C1C2C=CC3(CN(c4cccc(C(F)(F)F)c4)C(=O)C13)O2 (centres undefined)	nt	nt	-4%	nt	nt	-16%	-7	102	109
CCC1Oc2ccc(C)cc2N(CC(=O)NCC2COc3ccccc3O2)C1=O (centres undefined)	-10	161	-6%	10	161	-45%	-14	75	89
COc1ccc2oc(=O)cc(C)c2c1	-1	73	4%	1	73	4%	2	86	84
Cc1nc2ccc(C(=O)O)cc2[nH]1	2	139	13%	-2	139	-2%	-3	92	95
COc1ccc(CN(C)CCc2ccccn2)c(OC)c1OC	5	159	-6%	-5	159	0%	-1	98	99
NNC(=O)CCc1c[nH]c2ccccc12	-2	103	nt	2	103	nt	1	97	96
Cc1cc(Br)cc(C)c1NC(=S)NC(=O)CC(C)C	-1	159	-3%	1	159	17%	nt	nt	nt
Cc1ccc(S(=O)(=O)N(C)CC(=O)N2CCN(c3ccccn3)CC2)cc1	-5	145	-14%	5	145	-4%	7	84	76
CCCCCCC(=O)Nc1ccc(C(=O)N2CCCC2)cc1	0	141	3%	0	141	-2%	-5	102	106
CCC1CCCCN1C(=O)CSc1nnc(-c2ccc(OC)cc2)o1 (centres undefined)	10	67	2%	-10	67	-17%	-21	53	74
CCOC(=O)C1=C(CSc2nc3ccccc3s2)NC(=O)NC1c1ccc(OC)cc1 (centres undefined)	18	138	-10%	-18	138	-16%	nt	nt	nt
O=C(OC1CCN(c2ncc(C(F)(F)F)cc2Cl)CC1)c1cccc(C(F)(F)F)c1	-1	46	-1%	1	46	-13%	nt	nt	nt
O=C(C1CC1)N(CCN(Cc1ccccc1)C(=O)C1CC1)Cc1ccccc1	-4	185	-16%	4	185	-16%	nt	nt	nt
Fc1ccc(F)c(CN2CCN(c3ncccn3)CC2)c1	11	108	-3%	-11	108	17%	-5	85	90
Cc1ccccc1Nc1nc(CSc2nnnn2-c2ccccc2)cs1	8	120	-129%	-8	120	22%	11	89	78
Cc1nn(-c2ccccc2)c(=S)n1-c1ccccc1	15	106	-3%	-15	106	-13%	nt	nt	nt

Part of the list above, showing only PLAP inhibition and IL1B NFkB pot:
structure | PLAP inhibition | IL1B NFkB pot
O=C(C1CC1)N(CCN(Cc1ccccc1)C(=O)C1CC1)Cc1ccccc1 | -16% | -4
CCN1C(=O)N(CC)C2NC(=S)NC21 (centres undefined) | -8% | 13
O=C(c1ccccc1NS(=O)(=O)c1cccs1)N1CCOCC1 | nt | -1

(further entries)
SMILES	IL1B NFkB pot	IL1B NFkB pot cell count 2 µM	Bcl-B TR3 displacers	NFkB transloc inh	NFkB transloc inh cell count 2 µM	PLAP inhibition	MRP resist rev	MRP resist rev cytotoxicity	MRP resist rev with doxorubicin
Cc1cc(NCc2ccccc2)nc(N2CCOCC2)n1	-6	136	-5%	6	136	-15%	19	89	70
COc1cccc(CNc2cc(CSc3ccc(Cl)cc3)nc(C)n2)c1	14	195	-27%	-14	195	-96%	-5	72	76
COCCNC(=O)CSCc1c(F)cccc1Cl	11	125	1%	-11	125	4%	-8	86	94
O=C(ON=C1CCN(S(=O)(=O)c2ccccc2)CC1)c1ccccc1	-5	110	-6%	5	110	6%	nt	nt	nt
COc1ccc(C(=O)NCCc2nnc(SCC(=O)Nc3ccccc3)n2C)cc1	4	110	-3%	-4	110	-5%	6	98	92
COc1ccccc1NC(=O)CCCC(=O)OCC(F)(F)C(F)F	7	157	-1%	-7	157	-17%	16	91	75
COc1cc2c(cc1NC(=O)COc1ccccc1OC)oc1ccccc12	-4	147	0%	4	147	-8%	nt	nt	nt
CCOC(=O)CSc1nc(-c2ccccc2)nc2c1oc1ccccc12	-1	193	3%	1	193	-5%	-3	53	56
COc1ccccc1C(=O)Nc1ccc(N2CCCCC2)cc1	18	128	-1%	-18	128	27%	13	90	77
CC(=O)N1CCc2cc(S(=O)(=O)CCC(=O)Nc3cccc(F)c3)ccc21	2	78	nt	-2	78	nt	1	85	84
CCOC(=O)CC(NC(=O)c1ccco1)c1ccccc1Cl (centres undefined)	1	74	10%	-1	74	1%	nt	nt	nt
Cc1ccc(C2CC2C(=O)NNC(=S)Nc2ccc(Cl)cc2)cc1 (centres undefined)	6	141	nt	-6	141	nt	-2	76	78
O=C(CC1Oc2ccccc2NC1=O)NCCCN1CCN(C2CCCCC2)CC1 (centres undefined)	-3	75	nt	3	75	nt	nt	nt	nt
O=[n+]1cc(-c2cc3ccccc3o2)n([O-])c2c1CCCC2	nt	nt	5%	nt	nt	19%	-2	103	105
O=C(CCSc1nnnn1-c1ccccc1)N1CCOCC1	-4	125	-4%	4	125	2%	10	92	83
Cn1nnnc1SCC(=O)Nc1ccccc1-c1ccccc1	-3	189	-4%	3	189	22%	20	96	76
O=C(O)c1ccc2nc(C(F)(F)F)[nH]c2c1	nt	nt	10%	nt	nt	8%	7	95	88
N#Cc1c2n(c3c(=O)[nH]cnc13)CCCC2	-5	161	-1%	5	161	-20%	11	112	102
Cc1ccc2nc(Cl)c(CN(Cc3cccs3)C(=O)C3CC3)cc2c1	-5	134	0%	5	134	4%	nt	nt	nt

This is a subset. The share of hits here may be higher or lower than overall.
